Bioassay records: PubChem, National Center for Advancing Translational Sciences (NCATS)
ERG-DNA inh: inhibitors of human ERG Ets domain-DNA interaction; Potency, µM (top dose mostly 76.9 µM), without a hit: top-dose FP activity, negative = inhibition, most hits filed as inhibitors; fluorescence polarization, His-ERG Ets domain / labelled DNA; P11308; actives 0.028% (n = 370,000); active = well fitted inhibition curve with a large enough effect in the polarisation, with a control signal flat; inconclusive = small, poorly fitted or top-dose-only effect, or effect the other way, or a change in a side signal; inactive = no such curve, though single readings can be large or run the other way; the % refers to the polarisation;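 also: polarization taken with two DNA probes labelled with fluorescein and Texas red; % of control where 0% means no effect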
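His-tagged ERG Ets domain (1 uM in the protein solution; 300mM KCl, 50mM Tris-HCl, 1mM EDTA, 1mM DTT, pH 7.5) received compound, then a probe mix of 5 nM fluorescein-DNA and 100nM Texas-615-DNA. Fluorescence polarization was read for both dyes.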
RGS4 inh: blocks human RGS4-accelerated GTP hydrolysis; Transcreener GDP fluorescence polarization, RGS4-accelerated GTP hydrolysis; P49798; AID 504845; Potency, µM (series often up to 114 µM), without a hit: top-dose activity change, negative = inhibition, hits mostly inhibitors; actives 0.039% (n = 390,000); also: % is scaled to controls: 0 for no effect and ±100 for the full control effect; nearly all actives have a fitted effect of over 75% in size; some results filed as inactive show a strong effect at the top dose
Target sequence (P49798 whole entry, looked up): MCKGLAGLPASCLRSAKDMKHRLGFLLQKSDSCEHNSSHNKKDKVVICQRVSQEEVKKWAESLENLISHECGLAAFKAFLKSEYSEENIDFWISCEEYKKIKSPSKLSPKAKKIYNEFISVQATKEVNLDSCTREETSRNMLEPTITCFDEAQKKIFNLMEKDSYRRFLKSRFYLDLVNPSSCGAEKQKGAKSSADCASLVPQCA
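MLSMR compounds (23 nl, pin-transferred) preincubated 10 min at room temperature with a 500nM (2x) first reagent, then RGS4 at 900nM (2x) plus Transcreener GDP mix added; fluorescence polarization (620/688 nm) read before and after 90 min at 30 °C.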
12-LOX inh: blocks human arachidonate 12S-lipoxygenase | Potency, µM (titrated, usually from 108 µM), for the others: top-dose activity change, negative = inhibition, actives largely listed as inhibitors | AID 1671190 | purified 12hLO, xylenol orange hydroperoxide absorbance | actives 1.1% (n = 580,000); also: % is scaled to controls: 0 for no effect and ±100 for the full control effect
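Purified human 12hLO (150 nM final) in 25 mM Hepes, 0.01% Triton X-100, pH 7.0 was preincubated 15 min at room temperature with compound. Then 40 uM arachidonic acid was added, 30 min. Hydroperoxide was read by Fe-XO absorbance ratio 573/405 nm.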
JMJD2A Tudor inh: JMJD2A Tudor domain (human) inhibition; actives 4.4% (n = 390,000); AlphaScreen JMJD2A-Tudor / H3K4me3 peptide binding; Potency, µM (series often up to 114 µM), inactives show at the top dose activity change, negative = inhibition, hits mostly inhibitors; AID 504339; also: % is scaled to controls: 0 for no effect and ±100 for the full control effect; nearly all actives have a fitted effect of over 50% in size
HP1b chromo inh: blocks HP1-beta chromodomain binding to methylated histone tails; Potency, µM (series often up to 114 µM), for the others: at the top dose activity change, negative = inhibition, hits mostly inhibitors; AlphaScreen HP1-beta / biotin-H3K9me3 peptide binding; actives 0.56% (n = 390,000); P83916; also: nearly all actives have a fitted effect of over 70% in size; inactives centre near 23
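Compound inhibition of the preformed complex between 50 nM HP1-beta and 50 nM biotinylated H3K9me3 peptide was read by AlphaScreen. Buffer was PBS pH 7.4 with 0.01% Tween-20. Incubations ran 30 min at room temperature, with 10 ug/mL donor/acceptor beads.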
Tb PGK inh: T. brucei PGK inhibition; P07378; PGK/GAPDH coupled, Kinase-Glo luminescence, 60 min; Potency, µM (doses to about 57.5 µM), for the others: at the top dose activity change, negative = inhibition, usual class: inhibitors; actives 0.043% (n = 380,000); also: % is scaled to controls: 0 for no effect and ±100 for the full control effect; nearly all actives have a fitted effect of over 60% in size
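Recombinant glycosomal PGK reaction used 1,3-bisphosphoglycerate generated in-well by GAPDH (100nM final) in 100mM TEA pH 7.6, 5mM MgCl2, 0.01% Tween-20. After 60 minutes at room temperature, ATP was read by Kinase-Glo Plus luminescence end-point.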
GLS inh: inhibitors of human glutaminase (GLS); AID 624170; Potency, µM (top dose mostly 45.5 µM), inactives show at the highest dose activity change, negative = inhibition, actives largely listed as inhibitors; O94925; GLS enzymatic activity, qHTS titration; actives 0.21% (n = 410,000); also: % is scaled to controls: 0 for no effect and ±100 for the full control effect
Target sequence (O94925 whole entry, looked up): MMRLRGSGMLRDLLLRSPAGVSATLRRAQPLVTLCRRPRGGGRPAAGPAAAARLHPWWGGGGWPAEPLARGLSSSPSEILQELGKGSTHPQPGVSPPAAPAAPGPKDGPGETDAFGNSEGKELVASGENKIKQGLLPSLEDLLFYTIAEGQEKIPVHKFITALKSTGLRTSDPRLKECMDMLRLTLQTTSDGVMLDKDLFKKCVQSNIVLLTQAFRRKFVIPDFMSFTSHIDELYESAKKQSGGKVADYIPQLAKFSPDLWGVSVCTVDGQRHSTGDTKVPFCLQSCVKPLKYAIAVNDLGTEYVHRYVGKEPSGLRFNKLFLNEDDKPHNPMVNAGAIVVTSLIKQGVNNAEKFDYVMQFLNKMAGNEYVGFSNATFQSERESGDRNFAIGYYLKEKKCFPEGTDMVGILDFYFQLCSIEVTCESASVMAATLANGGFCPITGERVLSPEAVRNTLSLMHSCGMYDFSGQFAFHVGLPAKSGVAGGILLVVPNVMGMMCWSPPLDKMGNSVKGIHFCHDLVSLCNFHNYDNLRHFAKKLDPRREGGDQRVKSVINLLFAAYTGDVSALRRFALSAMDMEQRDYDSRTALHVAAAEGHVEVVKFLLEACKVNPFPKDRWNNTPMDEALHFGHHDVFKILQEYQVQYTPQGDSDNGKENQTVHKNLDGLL
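Two-point fluorescence kinetic (t0, 30 min RT) for hKGA; glutamate detected via glutamate oxidase–HRP–Amplex Red. Substrate: 1 mM L-glutamine solution; buffer 45 mM KH2PO4, pH 8.2.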
rTrxR1 inhibitor: blocks rat thioredoxin reductase 1; O89049; recombinant rTrxR1, NADPH fluorescence consumption, selenite substrate; Potency, µM (series often up to 114 µM), inactives show at the highest dose activity change, negative = inhibition, hits mostly inhibitors; actives 1% (n = 390,000); AID 588453; also: % is scaled to controls: 0 for no effect and ±100 for the full control effect; nearly all actives have a fitted effect of over 65% in size
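Rat TrxR1 (90 nM in the dispensed reagent) was pre-reduced with 400 uM NADPH for 5 min at room temperature, then incubated with compound for 15 min. After 400 uM selenite was added, NADPH fluorescence (Ex 340/Em 450 nm) was followed for 8 min.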
Pin1 inh: blocks the human prolyl isomerase Pin1 | Q13526 | Pin1 FP peptide displacement, HiFluor488, 10 min | Potency, µM (doses to about 115 µM), for the others: top-dose activity, negative = inhibition, usual class: inhibitors | actives 0.009% (n = 390,000); active = well fitted inhibition curve with a large enough effect in the polarisation, with a control signal flat, not every such curve was filed as active; inconclusive = small, poorly fitted or top-dose-only effect, or effect the other way, or a change in a side signal; inactive = no such curve, though single readings can be large or run the other way; the % refers to the polarisation; also: % is scaled to controls: 0 for no effect and ±100 for the full control effect
Target sequence (Q13526 whole entry, looked up): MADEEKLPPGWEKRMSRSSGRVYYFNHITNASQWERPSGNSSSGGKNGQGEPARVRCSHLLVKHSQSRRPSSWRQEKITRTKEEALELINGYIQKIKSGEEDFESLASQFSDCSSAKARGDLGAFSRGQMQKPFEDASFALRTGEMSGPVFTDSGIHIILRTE
Numbers without * were called inactive; i = inactive; ? = inconclusive; . = not tested or not shown; [ ] = another dose, or the depositor's remark. Unless noted, calls follow the shape of the dose curve; as a rule, active = well fitted curve in the direction sought with a large enough effect; inconclusive = small, poorly fitted or top-dose-only effect, or another doubt; inactive = no such curve, though single readings can be large; an effect the other way counts as inactive or inconclusive. Potency is read from the fitted curve at half-maximal effect.

1: CC(C)C(=O)c1cn(CC(=O)NCc2ccco2)c2ccccc12
2: CC(=O)c1ccc(NC(=O)CN2CCCC2)cc1
3: CCOC(=O)c1[nH]c2ccc(OC)cc2c1NC(=S)N1CCN(c2cccc(Cl)c2)CC1
4: CC(Sc1ccc2ccccc2c1)C(=O)NC(N)=O (configuration not stated)
5: Cn1ncc([N+](=O)[O-])c1C(=O)N/N=C/c1ccc(F)cc1
6: O=C(Nc1ncnc2c1ncn2C1OC(COC(=O)c2ccccc2)C(F)C1O)c1ccccc1 (configuration not stated)
7: O=C(NCC1CCCO1)/C(=C/c1ccccc1F)NC(=O)c1ccccc1 (configuration not stated)
8: CCCCNC(=O)N1CCN(C(=O)c2ccco2)CC1
Compound	1	2	3	4	5	6	7	8
12-LOX inh	0%	0%	1%	1%	36%[activator]	2%	-9%	5%
GLS inh	-3%	10%	-1%	5%	4%	4%	-12%	0%
ERG-DNA inh	-4%	0%	-12%	13%	9%	.	3%	-15%
JMJD2A Tudor inh	1%[11.4 µM]	-23%	-10%	0%	-5%	-13%	-3%	-10%
HP1b chromo inh	-20%	-8%	30%	54%[activator]	34%	22%	51%[activator]	28%
rTrxR1 inhibitor	-11%	23%	-13%	34%	-9%	-8%	15%[57.1 µM]	8%
Pin1 inh	-9%	2%	-10%	0%	0%	1%	3%	6%
Tb PGK inh	-2%	-9%	-6%	i	0%	2%	-1%	3%
RGS4 inh	-25%[11.4 µM]	13%	-38%	-3%	-13%	20%	7%	19%

9: Cc1c(NS(=O)(=O)c2ccc3[nH]c(=O)[nH]c3c2)c(=O)n(-c2ccccc2)n1C
10: O=C(COc1ccc2c(-c3ccccc3)cc(=O)oc2c1)NCc1ccccn1
11: CSc1ccccc1NC(=O)Cn1ccsc1=N
12: S=C(NCc1ccccc1)N1CCCCC1
13: N#CC1(NC(=O)CSc2nnc(-c3ccccc3F)n2N)CCCCC1
14: O=C(NCc1ccc(Cl)cc1)c1ccc(Cl)cc1[N+](=O)[O-]
15: COC(=O)C(C)(C(=O)OC)c1ccc([N+](=O)[O-])cn1
16: CC(OC(=O)/C=C/c1ccccc1)C(=O)Nc1ccc(C(N)=O)cc1 (configuration not stated)
Compound	9	10	11	12	13	14	15	16
12-LOX inh	-10%	30%	-4%	2%	-15%	299%[activator][57.4 µM]	0%	-5%
GLS inh	3%	5%	2%	2%	-6%	5%	-1%	-1%
ERG-DNA inh	-9%	-3%	21%	-2%	20%	0%	0%	-4%
JMJD2A Tudor inh	-6%	-17%	-13%	-10%	8%	1%[11.4 µM]	-14%	-4%
HP1b chromo inh	12%	12%	9%	18%	58%[activator]	-12%	5%	1%
rTrxR1 inhibitor	24%	-2%	10%	25%	1%[57.1 µM]	-9%	2%	6%
Pin1 inh	3%	6%	0%	1%	-3%	0%	3%	-2%
Tb PGK inh	i	-7%	-8%	i	0%	i	1%	-3%
RGS4 inh	-9%	-4%	11%	-22%	-10%	12%[11.4 µM]	10%	1%

17: N#C/C(=C\c1ccc(Cl)cc1)C(=O)Nc1cccnc1
18: CCN(Cc1nc2ccccc2c(=O)[nH]1)C(=O)C1CC(=O)N(c2cccc3ccccc23)C1 (configuration not stated)
19: C=CCOc1ccc(Br)cc1CNCCCN1CCOCC1
20: CCCCNS(=O)(=O)c1ccc2nc(-c3cccnc3)cc(C(=O)NC3CC3)c2c1
21: Cc1ccc(-n2cccc2/C=N/n2cnnc2)cc1Cl
22: Cc1cc(C)cc(-n2c(SCC(=O)Nc3cccc(S(=O)(=O)NC4=NCCCCC4)c3)nc3ccccc3c2=O)c1
23: Cc1ccc(-n2c3c(cc(C(=O)NCCCN4CCOCC4)c2=O)C(=O)CC(C)(C)C3)cc1
24: COc1cccc(C2(O)C(=O)Nc3ccccc32)c1 (configuration not stated)
Compound	17	18	19	20	21	22	23	24
12-LOX inh	4%	33%	-10%	-9%	31%	-5%	135%[activator]	0%
GLS inh	8%	2%	6%	-6%	-12%	-10%	9%	-8%
ERG-DNA inh	14%	14%	-1%	-5%	4%	17%	4%	4%
JMJD2A Tudor inh	-16%	-12%	3%[57.1 µM]	-7%	?	-15%	-12%	-11%
HP1b chromo inh	18%	35%	38%	26%	35%	37%	55%[activator]	56%[activator]
rTrxR1 inhibitor	6%	-2%	11%	3%	0%[57.1 µM]	-5%	-12%[57.1 µM]	-14%
Pin1 inh	-11%	18%	-6%	10%	1%	29%	3%	-4%
Tb PGK inh	-3%	-4%	4%	-6%	-5%	-9%	5%	-2%
RGS4 inh	7%	3%	-3%	-7%	7%	-28%	2%	-9%[56.9 µM]

25: O=C(CSc1nnc(-c2cccs2)n1C1CC1)NCC1CCCO1 (configuration not stated)
26: Oc1ccccc1CNc1cccc2cccnc12
27: N#Cc1ccc(C(=O)OCC(=O)Nc2cccnc2Cl)cc1
28: COc1ccc(NC(=O)N(C)C[C@H]2Oc3c(NC(=O)Nc4ccc(C(F)(F)F)cc4)cccc3C(=O)N([C@H](C)CO)C[C@@H]2C)cc1
29: O=C(OCN1C(=O)c2ccccc2C1=O)c1cccc(S(=O)(=O)N2CCOCC2)c1
30: CC1CC(C)CN(C(=O)CSCC(=O)O)C1 (configuration not stated)
31: CCN(CC)CCCNC(=S)Nc1ccc(Br)cc1
32: Cc1n[nH]c(=O)c2c1nnn2Cc1ccc(F)cc1
Compound	25	26	27	28	29	30	31	32
12-LOX inh	-3%	-9%	-20%	-13%	-22%	4%	-21%	6%
GLS inh	2%	2%	-1%	-1%	7%	-4%	-1%	-2%
ERG-DNA inh	-6%	-3%	-3%	12%	4%	-5%	-2%	-9%
JMJD2A Tudor inh	-5%	?	2%	-28%	-22%	-10%[11.4 µM]	-6%	6%
HP1b chromo inh	21%	-11%	30%	39%	14%	58%[activator]	36%	41%[activator]
rTrxR1 inhibitor	1%	-4%[57.1 µM]	27%	10%[57.1 µM]	-8%	-17%	-7%	21%
Pin1 inh	0%	7%	0%	1%	-1%	0%	0%	1%
Tb PGK inh	-7%	-6%	2%	-1%	-4%	-3%	6%	8%
RGS4 inh	-5%	-20%	-4%	-1%	-20%	19%[11.4 µM]	-8%	-8%

Compound profiles, from the list above:
`O=C(OCN1C(=O)c2ccccc2C1=O)c1cccc(S(=O)(=O)N2CCOCC2)c1` across the screens: 12-LOX inh = -22%; GLS inh = 7%; ERG-DNA inh = 4%; JMJD2A Tudor inh = -22%; HP1b chromo inh = 14%; rTrxR1 inhibitor = -8%; Pin1 inh = -1%; Tb PGK inh = -4%; RGS4 inh = -20%
`Oc1ccccc1CNc1cccc2cccnc12` across the screens: 12-LOX inh = -9%; GLS inh = 2%; ERG-DNA inh = -3%; JMJD2A Tudor inh = ?; HP1b chromo inh = -11%; rTrxR1 inhibitor = -4%[57.1 µM]; Pin1 inh = 7%; Tb PGK inh = -6%; RGS4 inh = -20%

New compounds follow:
33: NC(=S)N/N=C\c1c2ccccc2cc2ccccc12
34: COc1ccc([C@H]2CC(=O)C=C(c3ccc(C)c([N+](=O)[O-])c3)C2)cc1
35: O=C(NCc1ccco1)C(c1ccccc1F)N(CC1CCCO1)C(=O)Cn1nnc2ccccc21 (configuration not stated)
36: COc1cccc(-c2nc(NCc3ccco3)c3ccccc3n2)c1O
37: O=C(CCOc1ccccc1)Nc1ccc(Br)cc1
38: COc1cc(S(=O)(=O)NCC2CCCO2)c(OC)cc1Cl (configuration not stated)
39: O=c1[nH]c(=S)[nH]cc1Oc1ccccc1
40: COC(=O)Nc1ccc(S(=O)(=O)N(C)C)cc1
41: O=C(NCCCO)C12CC3CC(CC(C3)C1)C2
42: Cn1c(=O)c2cnc(-c3ccc(C(F)(F)F)cc3)nc2n(C)c1=O
43: Cc1ccccc1-n1nc2c(c1NC(=O)C(C)C)CS(=O)(=O)C2
Compound	33	34	35	36	37	38	39	40	41	42	43
12-LOX inh	?	0%	14%	8%	14%	0%	?	12%	13%	11%	21%
GLS inh	10%	3%	-22%	4%	7%	14%	?	9%	-21%	-1%	-1%
ERG-DNA inh	2%	-3%	-13%	5%	11%	-1%	-8%	2%	.	1%	15%
JMJD2A Tudor inh	-35%	-28%	-10%[11.4 µM]	-10%	-1%	-1%	-10%	3%	-5%	-5%	-8%
HP1b chromo inh	0%	24%	-3%	5%	47%[activator]	6%	6%	15%	7%	40%[activator]	39%[activator]
rTrxR1 inhibitor	-34%	12%[57.1 µM]	-2%[57.1 µM]	-3%	7%[57.1 µM]	29%[57.1 µM]	-20%	12%	22%	19%	?
Pin1 inh	?	0%	?	3%	-5%	0%	-6%	3%	5%	-3%	0%
Tb PGK inh	i	2%	-3%	-4%	-6%	-2%	0%	i	-12%	10%	i
RGS4 inh	-23%	2%	-5%[11.4 µM]	-30%	-14%	?	-34%	3%	31%	3%	-8%

An excerpt, so the mix of outcomes need not match the whole.
